# Compound activity from PubChem.
# Salmonella PhoP GFP = Inhibition of PhoP regulon, Salmonella typhi GFP reporter cells, confirmation, 4 h (AID 1850). Salmonella Typhi PhoP-promoter GFP reporter, fluorescence, 4 h; higher % means a stronger effect. inhibition, % at 50 µM, or IC50 in µM where a hit was titrated. hit rate 0.33% among 310,000; in the data active means a potency from the dose series; inconclusive means inhibition mostly from about 25% at the one dose, without a potency; inactive means the rest, 99 in 100 with inhibition below about 19%;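 further: 0% = induced wells with vehicle and 100% = uninduced wells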
# H37Rv inhibition = M. tuberculosis growth inhibition, HTS (AID 449762); hit rate 0.59% among 330,000; inhibition, % at 25 µM, or IC50 in µM where a hit was titrated; M. tuberculosis H37Rv growth inhibition, 7H9 media; higher % means a stronger effect; in the data active means a potency from the dose series; inconclusive means inhibition above about 70% without an active follow-up result;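 further: bacterial growth assessed after seven days of incubation; strong numbers were not always called active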
# influenza NS1A = H1N1 influenza NS1A inhibitors, functional cell based assay (AID 504329) | hit rate 0.3% among 340,000 | NS1A functional cell-based assay, percent inhibition; higher % means a stronger effect | one-dose inhibition, % at 12.5 µM; IC50 in µM for titrated hits; in the data active means a potency from the dose series; inconclusive means inhibition above about 27% without an active follow-up result; further: strong numbers were not always called active
# tuberculosis growth = growth inhibition of non-replicating M. tuberculosis (AID 488890). hit rate 0.39% among 320,000. Mycobacterium tuberculosis non-replicating, growth inhibition; higher % means a stronger effect. inhibition, % at 25 µM, or IC50 in µM where a hit was titrated; in the data active means a potency from the dose series; inconclusive means inhibition mostly from about 82% at the one dose, without a potency; inactive means the rest, 99 in 100 with inhibition below about 76%;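 further: plate controls were DMSO cells for no effect and high antibiotic wells for full effect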
# VEEV TC-83 Vero = inhibitors of VEEV TC-83 cytopathic effect, confirmation, Vero cells (AID 588727). Vero cells, VEEV TC-83 cytopathic effect inhibition; higher % means a stronger effect. inhibition, % at 20 µM; hits with a dose series show IC50 in µM. hit rate 0.13% among 350,000; in the data active means a potency from the dose series; inconclusive means inhibition mostly from about 14% at the one dose, without a potency; inactive means the rest, 99 in 100 with inhibition below about 12%; further: strong numbers were not always called active
# An asterisk follows results filed as active; i = inactive; ? = inconclusive; . = not tested or not shown.
# Screens in order – Salmonella PhoP GFP	H37Rv inhibition	influenza NS1A	tuberculosis growth	VEEV TC-83 Vero
> O=C(/C=C/c1cc([N+](=O)[O-])ccc1OC(F)F)Nc1cccc(OC(F)F)c1
 : -7%	2%	1%	0%	1.0%
> CC(C)n1c(O)c(/C=C2\C=Nc3ccccc32)sc1=Nc1ccccc1
 : -2%	2%	2%	5%	0.4%
> CCc1nnc(NC(=O)CSc2n[nH]c(-c3ccccc3O)n2)s1
 : 3%	-1%	-13%	-9%	1.4%
> CCN(c1ccccc1)S(=O)(=O)c1ccc(C(=O)Nc2nnc(CSC)o2)cc1
 : -3%	10%	-18%	0%	12%
> O=C(Nc1c(F)c(F)c(F)c(F)c1F)NC1CCCCC1
 : -11%	-16%	-17%	5%	0.6%
> O=C(NCc1ccco1)/C(=C\c1ccco1)NC(=O)c1cccs1
 : 0%	-2%	-11%	-4%	i
> Cc1cccc2nc(CSc3nnnn3-c3ccccc3)cn12
 : 0%	3%	5%	15%	5.5%
> O=C(NCCN1CCOCC1)N1CCOCC1
 : -8%	4%	-6%	-1%	i
> CCc1ccc(C(=O)COC(=O)c2cccc(N3C(=O)c4c(C)nc5ccccc5c4C3=O)c2)cc1
 : 12%	-4%	0%	10%	4.5%
> CCOc1ccc(CN(C)C(=O)CN2C(=O)NC(c3ccccc3)(c3ccccc3)C2=O)cc1
 : .	-9%	-4%	16%	0.6%
> COc1ccc(C2NCc3ccc4c(c3-n3cccc32)OCO4)cc1O (centres undefined)
 : 11%	-1%	.	17%	.
> COc1ccc(OC)c(C2NC(=O)NC(C)=C2C(=O)Nc2ccc(C)cc2C)c1 (centres undefined)
 : -2%	-14%	-4%	7%	0.2%
> O=C(NCCOc1ccc(Cl)cc1)c1cccc(S(=O)(=O)N2CCCC2)c1
 : .	6%	0%	28%	0.6%
> CCNC(=O)CC1C(=O)N(c2ccccc2)C(=O)N1CCc1ccc(OC)c(OC)c1 (centres undefined)
 : -3%	-3%	2%	-2%	0.4%
> CC(C)C(NC(=O)C12CC3CC(CC(C3)C1)C2)C(=O)N/N=C/C1=C(N2CCOCC2)C(=C\c2ccc([N+](=O)[O-])cc2)/CC1 (centres undefined)
 : 0%	3%	6%	61%	i
> Cc1c(Cl)ccc2c1NC(=O)C21NC(CCC(N)=O)[C@H]2C(=O)N(c3ccc(Cl)cc3)C(=O)[C@H]21 (some centres undefined)
 : 3%	-9%	5%	10%	8.5%
> CS(=O)(=O)N1CCN(c2ccc(NC(=O)c3ccc([N+](=O)[O-])o3)cc2)CC1
 : .	.	-15%	.	12%
> COc1ccc(CNC(=O)CN(Cc2ccccc2)C(=O)CCC(=O)Nc2nccs2)cc1
 : -2%	-5%	-6%	5%	1.6%
> Cc1ccc(S(=O)(=O)NN2C(=O)c3ccccc3NC2c2ccco2)cc1 (centres undefined)
 : 0%	4%	.	-3%	1.7%
> CN(c1ccccc1)S(=O)(=O)c1cccc(C(=O)OCC(=O)Nc2ccc(C(N)=O)cc2)c1
 : .	4%	-3%	18%	1.2%
> Cc1cccc(NC(=O)CSc2nnc([C@H](C)NC(=O)OC(C)(C)C)o2)c1C
 : 1%	-4%	2%	0%	2.2%
> Cc1cccc(NC(=O)CSc2nnnn2C2CCCC2)c1
 : .	.	0%	.	0.3%
> C/C(=N\NC(=O)c1ccc(O)cc1)c1ccc(NC(=O)Cc2ccccc2)cc1
 : 7%	-9%	-6%	23%	3.9%
> CCOC(=O)C1=CN(Cc2ccco2)S(=O)(=O)N(C)C1c1ccc(F)c(Cl)c1 (centres undefined)
 : .	.	19%	.	8.4%
> CC(C)OCCCn1c(SC(C)C(=O)NC2CC2)nc2ccccc2c1=O (centres undefined)
 : 2%	-11%	8%	-8%	3.1%
> O=C(NC(=S)N1CCCc2ccccc21)c1ccco1
 : -4%	-6%	-1%	-3%	0.5%
> Cc1ccccc1-n1c(SCC(=O)N2CCN(c3ccccn3)CC2)nnc1N1CCOCC1
 : .	0%	1%	-19%	2.4%
> Cc1ccc(CNC(=O)c2cc3c(s2)CN(Cc2ccccc2)C3)cc1
 : 12%	-12%	-7%	2%	1.5%
> O=C(c1cn(-c2ccccc2)nc1-c1ccncc1)N1CCCCC1
 : -7%	-2%	-1%	6%	2.6%
> O=C(COC(=O)c1ccc2c(=O)n3c(nc2c1)CCC3)NC1CCS(=O)(=O)C1 (centres undefined)
 : -1%	-2%	6%	-8%	1.0%

# Single records (already shown). Values in the order: Salmonella PhoP GFP	H37Rv inhibition	influenza NS1A	tuberculosis growth	VEEV TC-83 Vero
# Entry for `Cc1cccc(NC(=O)CSc2nnnn2C2CCCC2)c1` = .	.	0%	.	0.3%
# Entry for `O=C(NCc1ccco1)/C(=C\c1ccco1)NC(=O)c1cccs1` = 0%	-2%	-11%	-4%	i
# Entry for `O=C(NCCN1CCOCC1)N1CCOCC1` = -8%	4%	-6%	-1%	i
# Entry for `O=C(c1cn(-c2ccccc2)nc1-c1ccncc1)N1CCCCC1` = -7%	-2%	-1%	6%	2.6%
# Entry for `Cc1ccccc1-n1c(SCC(=O)N2CCN(c3ccccn3)CC2)nnc1N1CCOCC1` = .	0%	1%	-19%	2.4%

# New compounds follow.
# Screens in order – Salmonella PhoP GFP	H37Rv inhibition	influenza NS1A	tuberculosis growth	VEEV TC-83 Vero
> COc1ccc(CNC(=O)C[C@H]2C[C@H](C(=O)N3CCOCC3)[C@@]3(CCC4CCCC4)c4[nH]c5cc(-c6ccco6)ccc5c4CCN3C2=O)cc1OC
 : .	.	-5%	.	i
> Cc1ccc(S(=O)(=O)NCCc2cc3ccc(C)c(C)c3[nH]c2=O)cc1
 : 1%	-2%	11%	-10%	i
> COc1cccc(NC(=O)C2CCCO2)c1 (centres undefined)
 : -6%	0%	-8%	7%	2.1%
> O=C(CSc1nnc2ccc(-c3ccccc3)nn12)NCC1CCCO1 (centres undefined)
 : -16%	-5%	-6%	-14%	1.0%
> COc1ccc(OCCSc2nnc3sc4ccccc4n23)cc1
 : 9%	-6%	-1%	48%	i
> C=C(C)c1cccc(C(C)(C)NC(=O)NNC(=O)c2ccccc2O)c1
 : -26%	11%	1%	-7%	2.3%
> C=CC(=O)Nc1cccc(Nc2nc(N[C@H]3CC[C@H](N(C)C)CC3)nc3c2ncn3C(C)C)c1
 : .	.	7%	.	6.0%
> CN=C1S/C(=C\c2ccc(N3CCOCC3)cc2C)C(=O)N1C
 : -2%	0%	1%	-11%	2.8%
> O=C(COC(=O)C1CC(O)CN1S(=O)(=O)c1ccc(Cl)cc1)c1ccccc1 (centres undefined)
 : -17%	-12%	-13%	9%	0.3%
> CC(Oc1ccc(-c2nnco2)cc1)C(=O)N1CCOCC1 (centres undefined)
 : 1%	2%	-2%	13%	i
> CCOc1ccc(S(=O)(=O)NNS(=O)(=O)c2ccc(C)cc2C)cc1
 : -26%	4%	-7%	1%	0.9%
> CCCOc1ccc(C(=O)c2nc3c(n2O)CCCCC3)cc1
 : -9%	93%	-10%	59%	i
> NC(=O)c1ccc(NC(=O)c2ccc3c(c2)CCN3S(=O)(=O)c2ccccc2)cc1
 : -3%	6%	-9%	3%	4.3%
> O=C(C[N+]12CCC(CC1)C(OC(=O)c1ccccc1)C2)c1ccc([N+](=O)[O-])cc1 (centres undefined)
 : 4%	7%	-19%	-3%	2.6%
> O=C(O)c1ccc(NC(=S)NCc2ccccc2)cc1
 : -2%	-4%	0%	26%	0.2%
> Cc1ccc(-c2cc(-c3ccccc3[N+](=O)[O-])[nH]n2)c(O)c1
 : -1%	.	-7%	.	i
> CCN(CC(=O)NCc1ccc(F)cc1)C(=O)C1CC1C (centres undefined)
 : 8%	3%	5%	34%	0.6%
> O=c1c2c(-c3ccc(Cl)cc3)csc2ncn1/N=C/c1cccc([N+](=O)[O-])c1O
 : -2%	4%	3%	78%	1.4%
> O=C(c1coc(=O)c2ccccc12)N1CCN(Cc2ccccc2)CC1
 : 9%	2%	4%	4%	0.4%
> COc1ccc(C(=O)C2CCCN(C3Cc4ccccc4C3)C2)cc1OC (centres undefined)
 : -3%	-1%	11%	-10%	1.9%
> CCN(CC)S(=O)(=O)c1ccc(-c2nnc(SCC(=O)Nc3ccc4c(c3)OCO4)o2)cc1
 : -7%	4%	-5%	16%	0.1%
> Cc1cc(C(=O)CN2C(=O)C(=O)N(CCC3=CCCCC3)C2=O)c(C)n1C
 : .	-3%	6%	15%	4.4%
> COC(=O)Nc1cc(C)n(-c2ccccc2)n1
 : -6%	-1%	-13%	5%	i
> O=C(C1CC1c1ccccc1)N1CCN(c2cccc(Cl)c2)CC1 (centres undefined)
 : .	.	3%	.	4.5%
> COCC(C)Nc1ncnc2c1cnn2-c1ccc(Cl)cc1 (centres undefined)
 : -5%	5%	2%	24%	4.8%
> COCCNC(=O)C1CCN(S(=O)(=O)c2c(C)noc2/C=C/c2cccs2)CC1
 : -4%	1%	13%	5%	1.5%
> CCCCCCn1c(O)c(C=NC2CCN(Cc3ccccc3)CC2)c(=O)[nH]c1=O
 : 12%	4%	4%	4%	0.5%
> COc1cccc(NC(=O)Cn2c(=O)n(C)c(=O)c3sc4c(c32)COC(C)(C)C4)c1
 : -7%	1%	-1%	9%	3.2%
> CCOC(=O)CSc1nc2c(sc(=S)n2Cc2ccco2)c(=O)n1-c1ccccc1
 : -6%	3%	8%	46%	1.7%
> COc1ccc(C(=O)N2N=C(c3ccccc3)CC2(O)C(F)(F)F)cc1 (centres undefined)
 : .	.	3%	.	i

# Continued:
# Screens in order – Salmonella PhoP GFP	H37Rv inhibition	influenza NS1A	tuberculosis growth	VEEV TC-83 Vero
> CCOC(=O)c1cccc(NC(=O)CCNS(=O)(=O)c2cc(Br)cnc2N)c1
 : -3%	8%	-3%	-4%	4.8%
> COC(=O)c1ccccc1NC(=O)C1COc2ccccc2O1 (centres undefined)
 : 1%	11%	9%	.	0.9%
> Cc1ccc(C(C(=O)NC(C)(C)C)N(Cc2ccc3c(c2)OCO3)C(=O)c2ccc(CN3CCOCC3)o2)o1 (centres undefined)
 : -4%	-11%	2%	4%	0.5%
> N#C/C(=C\c1ccccc1)c1n[nH]c(Cn2cncn2)n1
 : -10%	-2%	-5%	-7%	0.9%
> O=[N+]([O-])c1ccccc1Cl
 : .	2%	1%	-14%	i
> Cc1ccc(CN2CC(C(=O)Nc3ncc(C)s3)CC2=O)cc1 (centres undefined)
 : .	.	-9%	.	4.5%
> O=C(Nc1ccc(N=Nc2ccccc2)c(NC(=O)C2CCCO2)c1)C1CCCO1 (centres undefined)
 : -12%	17%	16%	27%	7.1%
> CO/C=C/C#CC1(O)CCN(C)CC1
 : -5%	-1%	-1%	0%	1.2%
> CCn1cc(Br)c(C(=O)NC(=S)Nc2ccc(C(=O)OC)cc2)n1
 : -7%	10%	-1%	-13%	1.0%
> Cc1cccc(OCCCCN2CCNCC2)c1
 : 15%	-3%	-1%	-15%	2.4%
> CC(C)(C)NC(=O)c1cc2c(ccc3ccccc32)oc1=O
 : 6%	-1%	-6%	20%	1.2%
> C[C@@H]1CC=C[C@@H]2[C@H]1C(=O)N(Cc1ccccc1)[C@H]2c1cccc(Br)c1
 : .	.	1%	.	1.6%
> O=[N+]([O-])c1ccc(CSc2nnc(SCc3ccc(Cl)cc3)s2)cc1
 : -8%	4%	-1%	?	0.9%
> Cc1ccccc1CSc1nnc(Cn2c(=O)sc3ccccc32)n1C
 : 8%	3%	11%	-4%	i
> CCOC(=O)Nc1nnc(-c2ccccc2OC)s1
 : 0%	-6%	2%	10%	8.3%
> COc1ccccc1C(CNC(=O)c1ccc(S(=O)(=O)N2CCCCC2)cc1)N(C)C (centres undefined)
 : .	-9%	-7%	5%	i
> CNC(=O)NC(=O)CSc1nc2ccccc2n1CCOC
 : -14%	-9%	12%	-3%	0.4%
> COc1ccccc1CNS(=O)(=O)c1ccc(-c2cc(C)no2)cc1
 : -1%	-3%	4%	-11%	1.3%
> c1ccc(CNn2nnnc2-c2ccccc2)cc1
 : 3%	1%	-11%	5%	i
> CSc1ccc(/C=C(/NC(=O)c2ccco2)C(=O)NCc2ccco2)cc1
 : -6%	0%	17%	-13%	4.5%
> CC(C)NC(=O)C1CCN(C2CCN(C(=O)c3scc4c3CCCC4)CC2)CC1
 : 17%	-7%	-3%	-15%	i
> COc1ccc(NC(=O)CSc2ncn(-c3ccccc3)n2)cc1Cl
 : -2%	?	-1%	72%	0.1%
> O=c1ccc(/C=C/c2ccccc2)nn1Cc1ccc(F)cc1
 : 14%	14%	1%	22%	2.5%
> CC(C)COc1ccc(CNC(=S)N/N=C/c2ccc([N+](=O)[O-])cc2)cc1
 : -13%	2%	-9%	9%	i
> CC1CCCC(NC(=O)CN(C)CC(=O)Nc2cccc(F)c2)C1C (centres undefined)
 : .	0%	-2%	47%	0.3%
